Screening results from PubChem BioAssay.
hcDAF12 agonist = activates DAF-12 receptor from parasite H. contortus; actives 1.4% (n = 370,000); activation, % at 6.8 µM; AID 652067; HEK293 hcDAF-12 lit1-tk-luc reporter, luminescence; 0% DMSO, 100% Δ7-dafachronic acid;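 active = activation above the mean of all tested compounds plus 3 SD, cut at about 5.5% in these data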;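 also: 100% = response to 3 µM Δ7-dafachronic acid high control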
sPLA2-III inh = Blocks human group III sPLA2 activity. QFRET BODIPY PC-A2 liposome hydrolysis, fluorescence. inhibition, % at 12.2 µM. actives 0.56% (n = 370,000). AID 743126;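 active = inhibition above mean plus 3 SD of compounds lying within the high and low control bounds, cut at about 19% in these data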;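 also: 0% = median of test compound wells and 100% = no enzyme DMSO wells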
Target sequence (Q9NZ20 whole entry, looked up): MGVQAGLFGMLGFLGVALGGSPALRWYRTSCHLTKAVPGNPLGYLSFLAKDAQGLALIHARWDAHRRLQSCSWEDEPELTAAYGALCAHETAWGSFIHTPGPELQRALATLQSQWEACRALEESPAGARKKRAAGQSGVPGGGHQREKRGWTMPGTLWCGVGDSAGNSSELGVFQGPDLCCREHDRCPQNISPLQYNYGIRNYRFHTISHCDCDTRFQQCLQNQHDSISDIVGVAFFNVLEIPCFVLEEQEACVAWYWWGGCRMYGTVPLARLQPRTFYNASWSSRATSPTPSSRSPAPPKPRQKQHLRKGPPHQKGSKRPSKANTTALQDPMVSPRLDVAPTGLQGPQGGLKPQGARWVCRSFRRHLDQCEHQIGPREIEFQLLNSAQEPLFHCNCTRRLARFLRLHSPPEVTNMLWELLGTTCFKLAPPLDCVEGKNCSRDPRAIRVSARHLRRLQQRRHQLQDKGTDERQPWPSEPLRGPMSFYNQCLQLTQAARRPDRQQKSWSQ
DAX1 inh-1 = inhibitors of DAX1 repression of SF-1 activated StAR promoter; AID 652010; actives 1.1% (n = 370,000); inhibition, % at 6.8 µM; HEK293T StAR-luciferase reporter, SF-1/DAX-1 repression relief;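 active = inhibition above the mean over all tested compounds plus 3 SD, cut at about 3.6% in these data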;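 also: 0% = DAX-1 cells with DMSO and 100% = cells lacking DAX-1 with DMSO; higher inhibition means more luminescence from relief of DAX-1 repression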
DAX1 inh-2 = inhibitors of human orphan nuclear receptor DAX1 (NR0B1); HEK293 Gal4-DAX1 luciferase reporter, luminescence; actives 0.99% (n = 340,000); inhibition, % at 6.75 µM; P51843; AID 504766;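 active = inhibition above the mean over all tested compounds plus 3 SD, cut at about 4.2% in these data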;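 also: 0% = DAX1-transfected cells with DMSO and 100% = empty-vector control cells with DMSO; inhibition shows as a rise in luminescence from relieved DAX1 repression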
Target sequence (P51843 207-470 limits assumed): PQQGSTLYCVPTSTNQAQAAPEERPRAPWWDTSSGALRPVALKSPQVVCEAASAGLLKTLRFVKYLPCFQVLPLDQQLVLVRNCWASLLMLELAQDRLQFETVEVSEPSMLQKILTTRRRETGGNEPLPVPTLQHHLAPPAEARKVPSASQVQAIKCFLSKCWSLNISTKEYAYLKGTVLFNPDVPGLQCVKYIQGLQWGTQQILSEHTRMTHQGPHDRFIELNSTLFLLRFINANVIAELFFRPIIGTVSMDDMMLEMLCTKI
PG9 binder = binds the HIV-1 gp120 antibody PG9; TR-FRET gp120-PG9 antibody binding; inhibition, % at 6.7 µM; actives 0.43% (n = 360,000); in the data active = inhibition above about 8.5%
FXN GAA850 act = increases GAA850 frataxin promoter reporter activity; HEK293 lucGAA850 FXN promoter luciferase reporter, 24 h; percent of 10 µM SAHA response; AID 540364; actives 0.56% (n = 360,000); activation, % at 6 µM;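 active = activation above the average of all compounds screened plus 3 SD, cutoff fixed separately per campaign, cut at about 7.5% in these data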;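 also: 0% = DMSO wells and 100% = 10 µM SAHA wells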
ssDAF12 agonist = activates DAF-12 receptor from parasite S. stercoralis. HEK293 ssDAF-12/GRIP1 lit1-tk-luc reporter, luminescence; % of 3 µM dafachronic acid response. actives 1% (n = 370,000). activation, % at 6.8 µM;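 active = activation above the mean over all tested compounds plus 3 SD, cut at about 0.9% in these data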;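 also: 0% = DMSO-only wells and 100% = 3 µM delta7-dafachronic acid wells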
NR1D1 modulator = modulators of human Rev-erb alpha DNA binding. Rev-erbα–FITC-DNA binding, fluorescence polarization, 90 min. AID 1259318. actives 0.79% (n = 370,000). P20393. activity, % at 10 µM;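 active = activity above about 14%, limit read from the data; passing the limit was not always enough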;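 also: 0% = DMSO wells with 35 nM protein and 100% = DMSO wells with 750 nM protein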
SMARCA2 act = activators of SMARCA2 function; MG213 cells, MMTV-luciferase reporter, dexamethasone, overnight; activation, % at 9.1 µM; actives 1% (n = 370,000); in the data active = activation above about 7.8%;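 also: 0% = vehicle wells and 100% = reference activator wells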
PLCb3 inh = inhibitors of human phospholipase C beta3 | Purified PLC-beta3, fluorogenic substrate, fluorescence | inhibition, % at 12.2 µM | actives 0.18% (n = 370,000) | AID 720704; in the data active = inhibition above about 11%;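 also: 0% = median of compound wells on plate and 100% = full blocker control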
hgDAF-12 ag = agonists of H. glycines DAF-12 nuclear receptor | HEK293 GAL4-hgDAF12 UAS-luciferase reporter, agonist luminescence; normalized to butyrate control | activation, % at 6.8 µM | actives 1.8% (n = 370,000);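 active = activation above a cutoff set at the mean of all screened compounds plus 3 SD, cut at about 10% in these data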;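 also: 0% = DMSO wells and 100% = sodium butyrate wells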
* hit, by the source's call; i = inactive; · = not tested or not shown. An excerpt; rates above refer to the full screens.

Structure,hcDAF12 agonist,sPLA2-III inh,DAX1 inh-1,DAX1 inh-2,PG9 binder,FXN GAA850 act,ssDAF12 agonist,NR1D1 modulator,SMARCA2 act,PLCb3 inh,hgDAF-12 ag
C[C@]12CCC(=O)CC1CCC1C2CC[C@]2(C)C(OC(=O)CCC(=O)O)CCC12 (some centres not stated),-2.1,11,0.0,0.1,0.5,0.2,-1.5,-5,-4,-7,4.8
CCCC1C(C#N)=C(N)Oc2c1c(=O)oc1ccccc21 (configuration not stated),-1.6,2,0.6,4.6*,0.3,1.4,-1.3,-3,1,-7,1.4
O/N=C/c1c[nH]c2ccccc12,3.8,5,-0.5,1.1,-3.5,-2.0,-0.2,5,0,3,1.2
O=C1CC(=O)N(c2ccc(Cl)cc2Cl)C(=O)N1,-1.0,-11,0.5,0.8,-1.7,1.0,-1.7,3,1,-4,-2.6
COc1ccc(OC)c(C(O)C2CCCCN2)c1 (configuration not stated),-1.2,15,-0.5,1.4,0.4,-0.5,-1.3,-2,-1,-13,0.1
CO[C@H]1C=C2CCN(C)[C@H]2C2c3cc4c(cc3C(=O)O[C@@H]21)OCO4 (some centres not stated),-3.2,10,-0.1,-0.1,-2.4,2.3,-1.4,1,-1,-11,0.7
O=C(c1c[nH]cc1-c1ccccc1)c1cccc2ccccc12,-1.4,-13,-0.7,0.9,-0.4,1.1,-1.0,-2,-3,4,-1.4
CC12CCC3C(CCC4CC(=O)C(C(O)C(F)(F)F)CC43C)C1CCC2O (configuration not stated),-2.0,0,-1.1,-0.7,1.2,0.6,-1.1,2,-3,0,1.3
CC(=O)Nc1ccc2c(c1)CC1(C(=O)N(C)C(=O)N(C)C1=O)C1CCCN21 (configuration not stated),-1.3,-3,0.6,4.0,-1.7,3.5,-1.2,-2,-2,-56,-0.4
CC[C@@]1(O)C(=O)OCc2c1cc1n(c2=O)Cc2cc3c(NC(=O)CN)cccc3nc2-1,-2.0,3,-2.1,-1.8,1.0,-8.3,-1.1,-3,5,i,-9.2
CCOP(=O)(CCP(=O)(OCC)OCC)OCC.C[CH2][Sn]([Cl])([Cl])[CH2]C,0.9,12,-3.8,-1.3,0.2,-9.7,-0.1,-2,1,2,-3.6
COc1cc(/C=C2\C(=O)NC(=O)N(c3ccccc3)C2=O)c([N+](=O)[O-])cc1OC,-1.1,-13,0.2,-0.1,0.6,2.5,-1.3,-1,-3,-58,-5.1
COc1cccc(-n2c(CN3CCN(C)CC3)nc3ccc([N+](=O)[O-])cc3c2=O)c1,3.2,-6,-0.1,-0.7,-2.1,5.6,-0.4,1,3,-5,3.9
CCC(=NCc1cccnc1)c1c(O)n(Cc2ccccc2)c(=O)[nH]c1=O,-0.8,5,0.6,1.7,-0.8,-0.6,-1.0,-3,1,3,-0.4
Clc1cccc(CN2CCCCC2c2cccnc2)c1 (configuration not stated),-0.2,-1,1.0,2.0,-2.4,3.2,-0.9,5,-4,7,-2.1
O=C(O)c1cccc(NC(=O)N2C[C@H]3C[C@@H](C2)c2cccc(=O)n2C3)c1,-0.6,-1,1.3,3.0,-1.2,0.4,-1.8,-1,5,6,1.9
COC(=O)C(C)Oc1cc(C)cc2oc(=O)c3c(c12)CCC3 (configuration not stated),1.0,-7,-0.6,0.9,0.8,-2.3,-0.9,5,-1,-200,-3.5
NS(=O)(=O)OC(CCc1ccccc1)C(Cl)(Cl)Cl (configuration not stated),-1.9,8,0.0,-0.7,-0.5,2.6,-1.6,4,-1,3,-0.1
N#CC(c1cccnc1)N1CCOCC1 (configuration not stated),-1.4,5,0.3,-0.7,1.6,0.5,-1.2,-2,-1,-2,-0.1
COC(=O)C1=C(c2ccc(OC(F)(F)F)cc2)C[C@@H]2CC[C@H]1N2C(=O)NCCOc1ccc(OC)cc1,-2.1,7,-0.7,0.4,0.9,-8.0,-2.0,-1,-1,3,-2.7
O=C1NC2NC(=O)N([N+](=O)[O-])C2N1 (configuration not stated),-0.1,0,-0.4,·,-1.0,1.3,-1.1,3,6,-1,-0.7
Cc1cc(OCC(=O)N2CCCN(C)CC2)ccc1Cl,-0.3,-7,5.2*,-0.1,-1.4,2.5,-0.4,1,-1,-3,2.5
N=C(N)c1c(O)n(C2CCCCC2)c(=O)n(C2CCCCC2)c1=O,-2.0,2,-1.0,-0.8,2.8,6.0,-1.6,-2,1,-3,-1.5
CNc1cc(N2CCNCC2)ccc1[N+](=O)[O-],-1.5,6,-0.5,2.1,-2.5,2.4,-1.3,9,0,5,1.2
Cc1c(C=O)c2ccccc2n1Cc1ccc(F)cc1,4.0,4,-0.7,0.2,1.1,1.5,0.4,5,-4,-3,0.9
COc1ccc2c(c1OC)C(=O)O[C@H]2[C@@H]1c2cc3c(cc2CCN1C)OCO3,0.9,0,0.7,-0.7,0.2,-0.4,-1.4,-2,2,-68,0.8
Cc1ccc(NP(=O)(c2ccccc2)c2nc3ccccc3s2)cc1 (configuration not stated),1.8,-9,1.2,-0.3,-1.1,1.9,-0.7,0,-4,3,3.3
c1ccc(CNC2=NCCS2)cc1,-0.7,9,0.9,0.1,-0.1,-0.1,-1.3,1,-1,3,-1.6
Cn1cccc1/C=C1\C(=O)NC(=O)N(CCC2=CCCCC2)C1=O,1.9,-3,0.3,-0.5,-0.5,1.1,-0.6,-1,-2,-2,-1.4
CCn1c(O)c(/C=N/NC(=O)c2ccccc2)c(=O)[nH]c1=S,2.0,-6,0.6,3.8,-0.9,4.2,-1.1,4,6,-19,9.9
COc1ccc2c(c1O)-c1c(OC)c(OC)cc3c1[C@H](C2)N(C)CC3,-0.6,-1,-0.2,-0.3,-1.8,-1.0,-1.1,2,1,-9,-0.6
CCN(CC)P(=O)(Oc1cccc(C)c1)N(CC)CC,-0.7,2,-0.4,-0.4,-2.1,-1.4,-1.1,0,0,6,2.9
CCC1CN1P(=O)(N1CCCC1)N1CC1CC (configuration not stated),-1.5,-2,0.3,-0.5,-2.0,-0.7,-1.1,1,0,0,2.4
O=C1OCCN1P(=O)(c1ccccc1)c1ccccc1,-0.8,8,-0.2,-0.2,0.3,-0.6,-1.4,3,1,-2,0.6
C[C@]12C[C@@H](O)[C@H](O)CC1=CCC1C2CC[C@@]2(C)C1CC[C@@H]2O (some centres not stated),-0.9,15,-1.0,0.0,1.1,1.3,-1.2,-2,-3,3,-2.9
O=P(O)(O)/C=C(\Cl)c1ccccc1,-1.6,5,-0.2,0.6,0.1,1.1,-0.6,·,0,1,1.7
O=C(c1cccn2c(=O)c3cc(Br)ccc3nc12)N1CCC2(CC1)OCCO2,-1.7,6,0.5,0.2,1.0,1.8,-1.2,-2,-2,i,1.2
CCN(CC)C(=O)c1ccc(NC(=O)CN2CCc3cc(OC)c(OC)cc3C2)cc1,-1.6,0,0.0,-0.5,-0.8,-1.3,-1.3,0,0,-63,-0.8
Cc1cccc(OCC(=O)N2CCN(Cc3ccncc3)CC2)c1,-1.7,4,-0.3,-0.8,-0.5,0.5,0.0,1,-1,4,0.9
CC(=O)N1CCC(N2CCCC(C(=O)c3cccc(Cl)c3)C2)CC1 (configuration not stated),1.1,1,-0.2,-0.1,-1.8,2.5,-0.7,1,3,-4,0.3
CCOc1ccccc1-n1c(O)c(C=NCCCN(CC)CC)c(=O)[nH]c1=O,-1.1,11,-0.2,0.5,-2.0,0.5,-0.8,1,-1,2,1.3
COc1ccc2c(c1O)C13CCN(C)C(C2)C1CCC(=O)C3 (configuration not stated),-1.6,-1,-0.4,·,-0.6,1.1,-0.5,1,0,-4,0.6
CCn1c(O)c(N=Nc2ccc(S(=O)(=O)N3CCOCC3)cc2)c(=O)n(CC)c1=S,-0.1,-3,-0.7,-1.1,-3.6,1.6,-1.3,-1,1,-6,-2.4
O=C1C2C3CCC(O3)C2C(=O)N1CCO (configuration not stated),-1.5,1,-0.1,-1.6,-0.2,0.1,-1.4,2,-1,-2,-0.8
Cc1ccc2c(c1)CC1(CN2C)C(=O)NC(=O)N(CCC2=CCCCC2)C1=O (configuration not stated),0.3,2,-1.4,-0.8,3.3,0.8,-0.5,-2,1,-8,0.7
CNCC1(c2ccccc2)CCCC1,-0.5,7,0.1,-1.8,-0.1,3.2,-0.8,-9,-3,5,-1.6
COc1cc2c(c(OC)c1OC)-c1ccc(O)cc1[C@@H](NC(C)=O)CC2,0.5,1,1.7,0.6,-1.3,0.7,-0.5,-1,5,2,-5.3
CCNC(=O)C1OC(n2cnc3c(N)ncnc32)C(O)C1O (configuration not stated),-3.2,2,0.9,0.4,-0.3,10*,-1.2,3,0,2,-3.0
[N-]=[N+]=NCc1cn2cccnc2n1,-0.2,12,0.3,1.2,0.4,1.7,-0.8,2,2,-244,2.7
O=P(Nc1ccccc1)(Nc1ccccc1)Oc1ccccc1,0.1,1,-0.3,0.0,-0.2,0.7,-2.0,-2,-2,4,-0.9
O=C1CC(=O)N(Cc2ccccc2)C(=O)N1,-0.2,-6,-1.4,0.9,-1.2,-0.6,-1.4,-7,-6,2,-3.0
O=C(COC(=O)Cc1ccccc1)Nc1ncc(Cl)cc1Cl,-0.2,-2,-0.2,0.4,-0.4,0.9,-0.9,-3,2,6,-1.6
COc1ccc(-c2ccc3c(c2)CN(C(=O)C(C)(C)C)Cc2cnnn2-3)cc1,-3.7,5,-1.7,·,-2.4,·,-2.1,-4,-1,-41,-2.2
Cc1cccc(CN2CCN(c3ccc(Cl)cc3)CC2)c1,-2.3,10,0.2,-0.2,2.8,0.2,-2.0,-1,-2,-5,0.6
COc1cccc(C(=O)N2C[C@H]3C[C@@H](C2)c2cccc(=O)n2C3)c1,0.9,-2,1.0,2.3,-1.6,-1.8,-1.0,1,0,0,0.7
Cc1ccc(CN(Cc2ccccc2)C(=S)NCC(=O)N2CCC3(CC2)OCCO3)o1,-1.5,-1,-1.0,-0.8,0.5,2.6,-1.2,-6,-1,-2,-1.3
Cc1cc(OCC(=O)NC(Cc2ccc(Cl)cc2)C(=O)O)c2c3c(c(=O)oc2c1)CCCC3 (configuration not stated),-2.1,-18,1.0,1.5,-1.8,1.0,-1.2,5,-1,-99,-0.8
Cc1nn(CC(C)C)c(Cl)c1C(=O)NC1CCCCC1,0.7,8,1.9,2.5,-0.4,1.8,-0.9,-3,-1,-2,0.6
COc1ccc(OC)c(-n2c(O)c(C=NCCN3CCNCC3)c(=O)[nH]c2=S)c1,-0.3,2,0.2,0.5,-2.5,-1.1,-0.8,-1,-3,-3,3.2
Cc1sc(-n2c(C)cc(C=C3C(=O)NC(=O)NC3=O)c2C)c(C#N)c1C,-3.5,2,0.6,·,-1.7,·,-1.0,9,4,-10,-1.3
